phage Ecoli inh – growth loss of phage-infected E. coli, primary screen, RecBCD inhibitor project, absorbance, with phage, HTS; inhibition, % at 11.9 µM; 360,000 tested, 0.26% active; in the data active means inhibition above about 11%
OPRM1-OPRD1 inv – inverse agonists of MOR-DOR heterodimerization, primary screen, cell-based, luminescence; Mu-type opioid receptor (Homo sapiens) + Delta-type opioid receptor (Homo sapiens), …; cell-based MOR-DOR heterodimer luminescence, inverse agonism; inhibition, % at 9.3 µM; 340,000 tested, 0.21% active; in the data active means inhibition above about 22%, passing the limit was not always enough;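 further: 0% = cells with DMSO and 100% = wells without cells with DMSO; values of inactives mirror those of a sister screen read the other way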
SUMO Mot1 rescue – yeast Mot1-301 growth rescue at high temperature, primary screen, SUMOylation pathway inhibitor project, S. cerevisiae, ATP luminescence, 38.5C | S. cerevisiae Mot1-301 growth rescue; percent above DMSO median, 100 means doubled | growth rescue, % at 18.8 µM | 320,000 tested, 1% active | AID 2716, 2010;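 active means every valid replicate shows activation above 250% relative to neutral control wells; inactive means the rest, any valid replicate at or below 250%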;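 further: OY570 slx delta 5 strain wells were the positive control but not used for scaling; some compounds called inactive have numbers as strong as hits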
OPRM1-OPRD1 ag – agonists of OPRM1-OPRD1 heterodimerization, primary screen, cell-based, luminescence. Mu-type opioid receptor (Homo sapiens) + Delta-type opioid receptor (Homo sapiens), …. cells. activation, % at 9.3 µM. 340,000 tested, 0.3% active; in the data active means activation above about 18%;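 further: 0% = vehicle-treated cells and 100% = reference agonist; values of inactives mirror those of a sister screen read the other way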
E coli growth – E. coli V3065 growth inhibition, primary screen, counter-screen for AddAB inhibitor project, absorbance, OD600; 18 h; 330,000 tested, 0.27% active; inhibition, % at 11.9 µM;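 active means inhibition above the campaign's mean inhibition across all tested compounds plus 3 SD, cut at about 9.9% in these data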;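 further: uninfected addAB+ strain grown without phage in ampicillin broth; 0% = DMSO wells and 100% = ciprofloxacin 0.95 µg/ml wells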
PfHsp90 set2 – growth inhibition of PfHsp90-expressing yeast, primary screen, antimalarial PfHsp90 inhibitor project, S. cerevisiae, BacTiter-Glo luminescence, single point, set 2 | BacTiter-Glo ATP, 48 h; yeast lacking PDR1 and PDR3 efflux regulators | inhibition, % at 9.4 µM | 310,000 tested, 0.32% active;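 active means every replicate shows inhibition above about 80%, whatever the replicate mean, limit read from the data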;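 further: 0% = DMSO neutral controls and 100% = 20 µM radicicol positive controls; yeast relying on Plasmodium falciparum Hsp90 in place of its own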
PKA-R1A act – activators of PKA-R1A holoenzyme, primary screen, biochemical, fluorescence polarization, Cy5-IP20, bovine R1A, mouse PKAc. cAMP-dependent protein kinase type I-alpha regulatory subunit (Bos taurus) + …. PKA-R1A dissociation; scaled: DMSO 0%, 113 µM cGMP 100%. activation, % at 11.4 µM. 340,000 tested, 0.083% active. AID 504707, 2011;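 active means percent activation above the mean of all tested compounds plus 3 SD, cut at about 19% in these data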;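 further: higher means more PKAc released from R1A so a rise in polarization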
HTR5A inv ctr – HTR5A inverse agonists in luminescence cell assay, primary screen, counter-screen for OPRM1-OPRD1 heterodimer inverse agonist project, full-deck HTS. 5-hydroxytryptamine receptor 5A (Homo sapiens), P47898. HTR5A cell line, inverse agonism. inhibition, % at 9.3 µM. 340,000 tested, 0.083% active; in the data active means inhibition mostly above about 23%, no sharp cut-off; inactive means mostly below about 18%;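 further: 0% = cells with DMSO and 100% = no-cell wells with DMSO; some compounds called inactive have numbers as strong as hits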
Pemphigus Ab inh – inhibitors of pemphigus antibody binding to DSG3, primary screen, biochemical, bead-based, flow cytometry, scFv-GFP | Desmoglein-3 (Homo sapiens), P32926 | DSG3-coupled beads, scFv-anti-DSG3-GFP binding; hits give low values | binding (percent of control), % at 10 µM | 310,000 tested, 0.48% active;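 active means binding more than 3 SD below its plate's average and above zero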;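 further: hits lower antibody fragment binding to DSG3; some compounds called inactive have numbers as strong as hits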
Target sequence (P32926 whole entry, looked up, the tested form may be a part): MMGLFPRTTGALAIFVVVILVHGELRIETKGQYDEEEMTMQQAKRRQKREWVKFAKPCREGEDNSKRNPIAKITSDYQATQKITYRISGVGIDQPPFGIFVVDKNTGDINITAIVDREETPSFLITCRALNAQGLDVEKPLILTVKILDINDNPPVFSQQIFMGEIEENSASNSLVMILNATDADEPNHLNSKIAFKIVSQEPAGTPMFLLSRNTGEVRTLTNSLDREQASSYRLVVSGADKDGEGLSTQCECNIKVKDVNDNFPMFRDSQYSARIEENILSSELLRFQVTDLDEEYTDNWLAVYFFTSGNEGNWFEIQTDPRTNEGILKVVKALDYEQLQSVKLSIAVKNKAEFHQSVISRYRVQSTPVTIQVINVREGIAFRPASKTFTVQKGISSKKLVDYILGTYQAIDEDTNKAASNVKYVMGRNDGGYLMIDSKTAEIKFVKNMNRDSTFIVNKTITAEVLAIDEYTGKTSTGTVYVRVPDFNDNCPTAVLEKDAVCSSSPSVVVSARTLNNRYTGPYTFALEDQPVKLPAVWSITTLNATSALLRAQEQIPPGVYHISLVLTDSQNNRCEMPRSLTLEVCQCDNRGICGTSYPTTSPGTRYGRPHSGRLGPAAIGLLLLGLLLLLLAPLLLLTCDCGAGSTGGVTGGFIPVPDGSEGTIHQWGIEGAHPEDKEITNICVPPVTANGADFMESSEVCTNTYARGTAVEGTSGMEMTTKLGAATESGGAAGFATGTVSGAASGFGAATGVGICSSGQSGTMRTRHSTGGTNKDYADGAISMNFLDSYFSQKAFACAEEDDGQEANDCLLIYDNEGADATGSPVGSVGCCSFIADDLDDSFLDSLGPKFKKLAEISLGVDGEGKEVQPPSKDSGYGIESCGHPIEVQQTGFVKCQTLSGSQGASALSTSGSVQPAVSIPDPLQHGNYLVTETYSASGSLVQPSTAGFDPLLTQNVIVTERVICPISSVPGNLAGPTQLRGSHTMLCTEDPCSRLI
AddAB inh – growth inhibition of E. coli expressing H. pylori AddAB, primary screen, AddAB inhibitor project, absorbance | AID 435030, 2010 | 330,000 tested, 0.29% active | inhibition, % at 11.9 µM; in the data active means inhibition above about 12%;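 further: 0% = vehicle wells of infected cells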
HTR5A ag ctr – HTR5A agonists in luminescence cell assay, primary screen, counter-screen for OPRM1-OPRD1 heterodimer agonist project, full-deck HTS; 340,000 tested, 0.61% active; activation, % at 9.3 µM; cell-based; AID 504692, 2011; in the data active means activation mostly above about 9.5%, no sharp cut-off; inactive means mostly below about 7.6%;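 further: 0% = cells with vehicle only and 100% = reference agonist; strong numbers were not always called active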
Numbers without * were called inactive; i = inactive; . = not tested or not shown.

SMILES | phage Ecoli inh | OPRM1-OPRD1 inv | SUMO Mot1 rescue | OPRM1-OPRD1 ag | E coli growth | PfHsp90 set2 | PKA-R1A act | HTR5A inv ctr | Pemphigus Ab inh | AddAB inh | HTR5A ag ctr
C/C(=N\Nc1cccc2cccnc12)c1ccccn1 | 1.1 | -21 | 382 | 4.1 | -2.3 | -6 | -11 | -3 | 103 | 0.9 | 1
CN(C(=O)c1ccc(NC(=O)Cc2cccc(NC(=O)C3CCN(C(=O)C4CC4)CC3)c2)cc1)C1CC1 | 0.9 | -3 | . | 0.6 | . | 13 | 1 | 2 | 98 | . | -1
O=C(Nc1ccc(Br)cc1F)C1CCCO1 (centres undefined) | 3.3 | 6 | 156 | -0.9 | -1.5 | -16 | -2 | -22 | . | 0.6 | -2
COc1ccc(C(=O)NC(NC(=S)Nc2ccc(S(N)(=O)=O)cc2)C(Cl)(Cl)Cl)cc1 (centres undefined) | 3.9 | 2 | 4 | -0.3 | 0.6 | -15 | 4 | -9 | 100 | 1.7 | 0
COc1ccc(N2C(=O)c3ccccc3NC23CCCC3)cc1 | 3.8 | 16 | 7 | -3.2 | 1.8 | 1 | -2 | -5 | 83 | 2.6 | 2
CC(=O)c1ccc(NC(=O)/C(=C\c2ccc(F)cc2)NC(=O)c2ccco2)cc1 | 1.8 | 3 | 194 | -0.5 | -2.1 | 0 | -3 | 12 | . | 0.5 | 4
Nc1cc(-c2ccc(OC(F)(F)F)cc2)nn1-c1ccc(Cl)c(Cl)c1 | -1.3 | . | 22 | . | 0.2 | . | . | . | 107 | 8.4 | .
COc1cc(-c2nc(-c3ccc(Br)o3)no2)cc(OC)c1OC | 2.4 | 4 | 25 | -0.7 | -0.3 | 21 | 6 | 10 | 96 | 2.3 | -4
O=C(Nc1ccc2oc(-c3cccc4ccccc34)nc2c1)c1ncn[nH]1 | 0.7 | 2 | -12 | -0.3 | -22 | -9 | 11 | -9 | 107 | -2.0 | 0
CN(C)c1nn(C(=O)Nc2cccc(C(F)(F)F)c2)cc1-c1ccccc1 | 3.7 | -7 | 22 | 1.4 | 1.6 | -18 | 5 | -11 | 99 | 3.1 | 3
Cc1sc(-c2ccncc2)nc1OC(=O)c1cc(Cl)cc(Cl)c1 | 2.4 | 16 | 2 | -2.9 | 2.3 | 8 | 8 | -17 | 104 | 0.5 | -6
COCc1cc(=O)n2[nH]c(C)c(-c3ccccc3)c2n1 | 1.6 | 14 | -13 | -2.8 | -3.5 | -5 | 0 | 11 | 116 | 4.3 | -3
CCOC(=O)C1CCN(C2=NC(=O)/C(=C/c3ccc(O)cc3)S2)CC1 | -1.0 | 14 | 13 | -2.8 | 0.8 | -13 | 4 | -17 | 94 | 1.2 | 5
CC(=O)Nc1ccc(S(=O)(=O)NC2CC(=O)N(c3ccc4c(c3)OCCO4)C2)cc1 (centres undefined) | -2.1 | -3 | 1 | 0.4 | -3.5 | -33 | -2 | 17 | 100 | -3.6 | -6
Cc1cccc(C(=O)O/N=C2\CCSc3ccc(C)cc32)c1 | 2.2 | -8 | 4 | 1.6 | -1.0 | -12 | 7 | 10 | . | -0.2 | 15*
CN(C)CCCN(C(=O)COc1ccccc1)c1nc2c(Cl)cccc2s1 | 4.1 | 4 | -2 | -0.7 | -1.3 | -15 | 0 | 0 | 100 | -1.4 | 4
COc1ccc(COc2cc(-c3cccc(OC)c3)nc3ccc(NC(=O)C(C)C)cc23)cc1 | 2.2 | 1 | -22 | -0.2 | 1.6 | 1 | -6 | -4 | 96 | 2.4 | -3
Cc1ccccc1NC(=O)c1cccc2nc3ccccc3nc12 | 1.7 | -9 | 3 | 1.4 | -3.1 | 2 | 15 | -10 | 118 | -2.5 | 2
CC(C)(C)c1cc(N2CCOCC2)n2ncc(-c3ccccc3)c2n1 | -0.9 | -13 | -25 | 2.7 | 0.2 | -25 | -11 | -14 | 95 | 2.9 | 4
O=C(CSc1nccc(=O)[nH]1)c1ccccc1Br | 2.7 | 12 | -21 | -2.1 | 2.8 | -8 | 6 | 7 | 98 | 0.5 | 0
CC1(C)CC(=O)C(C(N)=NC(=O)c2ccc([N+](=O)[O-])cc2)=C(O)C1 | 3.3 | -3 | 9 | 0.5 | -2.0 | 29 | -1 | 11 | 93 | -0.6 | -4
CCc1nnc(NC(=O)CSc2nccn2-c2cccc(C)c2C)s1 | 0.5 | -3 | 24 | 0.6 | -1.8 | -13 | 6 | 6 | 108 | -2.0 | -10
COc1cccc(OC)c1NC(=O)NC(=O)c1c(OC)c(Br)cc([N+](=O)[O-])c1OC | 0.4 | . | -9 | . | -0.9 | 4 | . | . | 102 | -1.1 | .
Cc1ccc(S(=O)(=O)N2[C@@H](c3ccc(Cl)cc3)C(C(=O)O)=CC[C@H]2c2ccc(Cl)cc2)cc1 | -0.9 | -4 | 11 | 0.8 | 0.0 | 0 | -10 | 1 | . | 1.8 | 1
COc1cccc(C2CC(c3ccc(Cl)cc3)n3nc(N)nc3N2)c1 (centres undefined) | 1.8 | 15 | 13 | -3.0 | -0.5 | -8 | -8 | 9 | 109 | 7.6 | -3
CCc1nnc(NC(=O)CSc2nnc(CSc3nc(C)cc(C)n3)n2C)s1 | 1.9 | 7 | 11 | -1.2 | -1.6 | -22 | -2 | -17 | 105 | -1.9 | -2
CCC(C)c1ccccc1NC(=O)COC(=O)c1ccc(C)c(NC(=O)c2ccco2)c1 (centres undefined) | 3.3 | 1 | . | -0.1 | -0.8 | 16 | -12 | 14 | 102 | 2.1 | 3
Cc1ccc(S(=O)(=O)N2[C@@H](c3ccc(Br)cc3)C(C(=O)O)=CC[C@H]2c2cccs2)cc1 | 0.1 | 9 | . | -1.8 | -0.4 | -22 | -6 | 2 | 94 | 3.2 | -1
COc1ccc([N+](=O)[O-])cc1N(CC(O)CN(C)C)S(=O)(=O)c1ccc(C)cc1 (centres undefined) | 0.1 | 8 | 14 | -1.4 | -0.3 | -30 | -12 | 10 | 96 | 4.7 | -4
O=C(COC(=O)COc1ccccc1)Nc1ccc(Br)cc1F | 2.7 | -5 | 9 | 0.9 | -0.9 | 18 | 0 | 12 | 93 | 0.1 | -3
CSc1nnc(N2C(=O)C(O)=C(C(=O)c3ccco3)C2c2ccc(F)cc2)s1 (centres undefined) | -2.0 | 11 | -2 | -2.3 | -1.4 | -4 | -15 | -7 | 138 | 0.1 | 2
N#Cc1c(N)oc(-c2cccs2)c1-c1cccs1 | -3.5 | 22 | -26 | -5.3 | -1.6 | 15 | -10 | 19 | . | 1.1 | 2
C/C(=N\NC(=O)Cc1cccn1C)c1cccs1 | 0.1 | 1 | -12 | -0.1 | -1.3 | 11 | 9 | -2 | 99 | 3.2 | 1
O=C(OCC(=O)N1CCN(c2ccccc2)CC1)c1cc(Br)ccc1Cl | 6.3 | 12 | 10 | -3.0 | -2.1 | 5 | -2 | -19 | 99 | 1.1 | 12
O=C(OCC(=O)N1CCc2ccccc2C1)c1cccc([N+](=O)[O-])c1 | 2.6 | 16 | -3 | -3.2 | -2.2 | -11 | -8 | 7 | 100 | 3.4 | -3
O=C(NCCCCCCCN1CCCCCCC1)C(C1CCCCC1)C1CCCCC1 | 5.2 | 16 | . | -3.6 | . | -28 | -14 | -17 | 105 | . | 4
O=C(CN1CCN(c2cccc(Cl)c2)CC1)Nc1nccs1 | 2.9 | 2 | 62 | -0.4 | 0.4 | -24 | -6 | 1 | 98 | 0.2 | -1
CN1CCN(c2nc(-c3cccs3)nc3ccccc23)CC1 | 0.9 | 10 | i | -1.6 | 0.1 | . | -1 | -15 | 85 | 2.6 | 1
COc1ccc(OCCC(=O)OCC(=O)NC2CCCCC2)cc1 | 2.6 | 24 | -1 | -4.5 | -0.1 | . | 13 | -12 | 87 | -3.0 | 3
O=C(NNC(=O)c1csc(N2CCOCC2)n1)c1ccc(=O)[nH]c1 | 0.6 | 8 | -26 | -1.6 | -1.5 | -23 | -3 | -7 | 104 | 3.1 | 2
CCOC(=O)c1cc2sccc2n1CC(=O)Nc1ccc(OC)cc1OC | -0.2 | 12 | -22 | -2.2 | -0.7 | -8 | -8 | 2 | 102 | 1.0 | 1
O=C(c1ccc(C(F)(F)F)cc1)N1CCC(=O)N(C(COCc2ccc(C(F)(F)F)cc2)Cc2ccccc2)CC1 (centres undefined) | 0.4 | -12 | 0 | 2.2 | 1.2 | 27 | -3 | -8 | 104 | 0.5 | 3
CCOC(=O)C1(Cc2ccccc2Cl)CCN(C(=O)c2cc(C)on2)CC1 | 0.4 | 4 | 8 | -0.8 | 0.4 | -29 | -4 | 6 | 105 | 5.0 | -5
CC(C)(C)OC(=O)NCCCC[C@H](NC(=O)c1nc[nH]c1C(=O)NCC(=O)OCc1ccccc1)C(=O)OC(C)(C)C | 2.9 | 0 | -4 | -0.1 | 0.6 | 5 | -12 | -1 | 108 | 2.6 | 0

Screens as filed in PubChem.
